RBX1-CUL1 inh = inhibitors of human ROC1-CUL1 ubiquitin ligase activity | 0.6% of 140,000 active | inhibition, % at 10 µM | in vitro K48 di-Ub FRET, acceptor:donor ratio, 45 min; in the data active means inhibition above about 25%
Target sequence (P62877 whole entry, looked up): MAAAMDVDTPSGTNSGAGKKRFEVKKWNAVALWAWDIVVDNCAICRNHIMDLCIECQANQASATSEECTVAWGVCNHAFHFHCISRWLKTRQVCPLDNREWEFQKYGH
Target sequence (Q13616 whole entry, looked up): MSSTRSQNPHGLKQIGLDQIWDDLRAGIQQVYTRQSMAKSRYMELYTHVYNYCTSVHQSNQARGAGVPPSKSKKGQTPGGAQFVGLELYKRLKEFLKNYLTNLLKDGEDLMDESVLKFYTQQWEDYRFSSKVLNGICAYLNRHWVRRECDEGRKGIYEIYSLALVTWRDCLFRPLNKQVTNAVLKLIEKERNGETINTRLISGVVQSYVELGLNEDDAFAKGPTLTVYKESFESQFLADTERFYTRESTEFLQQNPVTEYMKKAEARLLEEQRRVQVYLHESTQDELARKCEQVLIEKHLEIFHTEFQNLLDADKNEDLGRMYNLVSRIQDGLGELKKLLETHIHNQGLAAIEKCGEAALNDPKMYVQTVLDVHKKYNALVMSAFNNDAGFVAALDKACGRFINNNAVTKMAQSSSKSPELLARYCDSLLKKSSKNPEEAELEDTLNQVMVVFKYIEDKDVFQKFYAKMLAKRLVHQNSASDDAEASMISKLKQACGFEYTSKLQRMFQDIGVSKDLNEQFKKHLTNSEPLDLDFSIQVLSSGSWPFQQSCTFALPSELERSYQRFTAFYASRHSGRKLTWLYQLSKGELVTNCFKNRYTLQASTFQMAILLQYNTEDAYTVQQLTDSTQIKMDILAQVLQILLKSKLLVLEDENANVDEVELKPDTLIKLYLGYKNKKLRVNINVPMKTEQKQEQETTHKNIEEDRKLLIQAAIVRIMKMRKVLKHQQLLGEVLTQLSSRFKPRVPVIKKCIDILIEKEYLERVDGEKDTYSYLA
* = called active by the depositor.

SMILES	RBX1-CUL1 inh
CN1C(=S)N(CCN2CCOCC2)C(=O)/C1=C\c1ccc(/C=C2\C(=O)N(CCN3CCOCC3)C(=S)N2C)s1	5
CC(=O)OC(c1ccccc1)C(OC(C)=O)c1ccccc1 (configuration not stated)	12
CC1(C)CC2(CC(c3ccccc3)c3cc(Cl)c(O)cc3O2)NC(=O)N1 (configuration not stated)	2
COCCNC(=O)Cn1c(=O)c2cccn2c2ccc(F)cc21	12
Cc1ccc(NC(=O)CCS(=O)(=O)c2cccc3nsnc23)c(C)c1	-1
COc1ccccc1-c1cc(C(F)(F)F)n2nc(C(=O)N(C)c3ccc(OC(F)(F)Cl)cc3)c(Cl)c2n1	2
Cc1cn2c(=O)c(S(=O)(=O)Nc3ccc(F)cc3F)c(C)nc2s1	-1
COc1ccc(-c2c(C)c3ccc(O)c(CN4CCC(C)CC4)c3oc2=O)cc1OC	4
CCOC(=O)c1sc(NC(=O)COc2ccc(C)cc2Br)nc1C	3
CCOc1cc(CNc2ccc(Cl)c(Cl)c2)cc(Cl)c1OCC(=O)NC(C)(C)C	0
CCOC(=O)c1ccc(NC(=O)Nc2cc3c(cc2N2CCCC2)n(C)c(=O)n3C)cc1	7
C=CCOc1ccc2ccccc2c1CNC(C)(C)C	1
Cc1ncc(CO)c2c1Oc1nc(-c3ccccc3F)nc(SCC(=O)N3CCCCC3)c1C2	-13
CN(C)c1ccc(C(=O)Nc2c(C(=O)NC(C)(C)C)oc3ccccc23)cc1	3
CCc1nn(CC(=O)N2CCN(c3ccc(Cl)cc3)CC2)c(=O)c2cc3occc3n12	2
Cn1c(Oc2ccccc2N=Cc2ccccc2)cc(=O)n(C)c1=O	-2
CC(=O)OCc1cnc(C)c2oc(=O)c(C(=O)Nc3cc(F)ccc3C)cc12	-10
Cn1c(=O)n(C)c2cc(NS(=O)(=O)c3ccc(Cl)cc3)c(NCc3ccccc3)cc21	4
COc1ccc(NC(=O)COc2ccc3ccccc3c2)c(OC)c1	7
CCCOc1ccc(C(=O)NC2CCS(=O)(=O)C2)cc1 (configuration not stated)	-1
CCCS(=O)(=O)c1ncc(CN(C)Cc2ccsc2)n1CC1CCCO1 (configuration not stated)	4
C(#CCSn1nnc(-c2ccccc2)n1)CSn1nnc(-c2ccccc2)n1	5
CN1Cc2ccccc2C(O)(c2ccccc2)C1 (configuration not stated)	-1
CCOC(=O)CC1CCCCN1C(=O)c1cc(Cn2nc(C)cc2C)[nH]n1 (configuration not stated)	0
COc1cc(C2c3c(oc4ccc(C)cc4c3=O)C(=O)N2Cc2ccc(F)cc2)ccc1O (configuration not stated)	-1

Random excerpt: 5 compounds from above.
SMILES	RBX1-CUL1 inh
CCOC(=O)CC1CCCCN1C(=O)c1cc(Cn2nc(C)cc2C)[nH]n1 (configuration not stated)	0
Cn1c(Oc2ccccc2N=Cc2ccccc2)cc(=O)n(C)c1=O	-2
CN1Cc2ccccc2C(O)(c2ccccc2)C1 (configuration not stated)	-1
COCCNC(=O)Cn1c(=O)c2cccn2c2ccc(F)cc21	12
CC(=O)OC(c1ccccc1)C(OC(C)=O)c1ccccc1 (configuration not stated)	12

Next section:
SMILES	RBX1-CUL1 inh
CCOC(=O)/C=C/c1cc(Br)sc1[N+](=O)[O-]	18
CCCN1CCOC(CC(=O)Nc2ccccc2)C1=O (configuration not stated)	5
O=c1[nH]c(Sc2ccccn2)ccc1[N+](=O)[O-]	22
O=C1c2ccccc2C(=O)N1CC1=NCCc2ccccc21	3
COc1cc(NC(=O)c2nnn(Cc3ccc(F)cc3)c2N)cc(OC)c1	-8
O=C(CCN1C(=O)c2ccccc2S1(=O)=O)Nc1ccccc1F	2
COc1cccc(CNC(=O)Cn2cccc2C(=O)c2ccccc2)c1	-3
CCOC(=O)c1ccc(NC(=O)CCCCCN2C(=O)/C(=C\c3ccc(Cl)cc3)SC2=S)cc1	-6
N#CC(Cc1ccc(Cl)cc1)=NC(=O)c1ccccc1	0
COc1ccc2c(C)nc(N3CCC(C(=O)NCC4CC5C=CC4C54CC4)CC3)nc2c1 (configuration not stated)	2
C=CCNC(=O)C1CC1(c1ccccc1C)c1ccccc1C (configuration not stated)	-1
OC(COc1cccc(CN2CCSCC2)c1)CN1CCOCC1 (configuration not stated)	-4
Cc1ccc(C(=O)NNC(=O)CSc2nnc(COc3ccccc3)n2-c2ccccc2)cc1	3
C[C@@]12Cc3ccccc3[C@@](C)(CC(=O)O1)C2	-1
CC(=O)Nc1ccc2nc(-c3cc(C)ccc3C)[nH]c2c1	-4
Cc1ccc(-c2csc3nc(SCc4ccc(Cl)c(Cl)c4)n(-c4ccccc4)c(=O)c23)cc1	-9
CN1Cc2ccc3c4c(ccc(c24)C1)CN(C)C3	0
Brc1cccc(-c2nnc(-c3cccs3)c3nocc23)c1	7
C=CCN(C#N)c1nc(N(C)C)nc(N(C)C)n1	6
Cc1ccc(C2=NC(=O)/C(=C/c3ccc(-c4cc(Cl)ccc4C)o3)S2)cc1	4
CCN1CC2=C(OC(=N)C(C#N)C2c2cccs2)/C(=C/c2cccs2)C1 (configuration not stated)	5
COC(=O)CC(C)=NC1=NN(c2ccccc2)C(=O)C1C=Nc1ccccc1 (configuration not stated)	-8
COc1ccc(C(=O)N(Cc2ccc(OCCc3scnc3C)c(OC)c2)[C@H]2CCCCNC2=O)c(OC)c1	-2
COc1ccccc1NC(=O)C1C(C)=Nc2nc(SCc3cccc(F)c3)nn2C1c1ccc(C(=O)O)cc1 (configuration not stated)	-9
COc1ccc(OC)c(/C=C2/SC(=O)N(CNc3cc(F)ccc3C)C2=O)c1	3
More structures
SMILES	RBX1-CUL1 inh
O=C1CCCCC1C=Nc1ccc(Oc2ccccc2Cl)cc1 (configuration not stated)	-1
Cc1nc(-c2ccc(S(=O)(=O)N3CCN(c4cccc(Cl)c4)CC3)cc2)co1	-3
COc1ccc(-n2cnc3nc4c(c(-c5ccccc5)c32)CCC4)cc1	5
CCN(C(=O)c1ccc(C)c(Br)c1)c1ccccc1	-5
COC(=O)/C(C#N)=C/c1c(C)cc(C)cc1C	8
COc1cccc(CNCCSc2nnnn2C)c1OCc1ccccc1F	-5
CCc1nc(-c2cccc(NC(=O)c3ccc(C4CCCN4)s3)c2)n[nH]1 (configuration not stated)	-3
COc1cc2[nH]c(=O)n(Cc3ccc(C(=O)N4CCN(c5cc(Cl)ccc5C)CC4)cc3)c(=O)c2cc1OC	-13
CC1CN(C(=O)c2cc3cc(Br)ccc3oc2=O)CC(C)O1 (configuration not stated)	9
COc1ccccc1-c1noc(-c2ccc(NCC3CCCO3)c([N+](=O)[O-])c2)n1 (configuration not stated)	8
O=C(Nc1ccccc1)c1cc2ccccc2[nH]1	0
O=C(c1cnc2c(c1)COc1ccccc1-2)c1cc(Br)ccc1O	4
CCOc1ccc(CNC(=O)CC(C)n2nc(C)cc2C)cc1OC (configuration not stated)	-9
Cc1ncc(CN2CCC3(CCCN(Cc4cccc(F)c4F)C3=O)C2)cn1 (configuration not stated)	-1
O=C1OC(c2ccccc2F)=N/C1=C/c1cccc(F)c1	-7
Cn1c(=O)c(C#N)cn(Nc2ccccc2)c1=O	1
Cc1nn(Cc2ccc(F)cc2)c(C)c1NC(=O)c1noc2c1CCc1ccccc1-2	2
O=C(N1CCCCCC1)N1CCN(c2ccccc2F)CC1	-3
Cc1ccc2c(c1)N(C(=O)N1CCC(C(=O)NCc3cccc(Br)c3)CC1)CCO2	1
O=C(c1ccco1)N1CCN(C(=O)c2ccc(F)cc2Cl)CC1	3
O=c1cc(C2CCCN(Cc3cccn3-c3nccs3)C2)nc[nH]1 (configuration not stated)	1
C=C(C)COc1ccc(C(=O)NC2CC(C)(C)NC(C)(C)C2)cc1	13
Cc1ccc(S(=O)(=O)N2CCC(C(=O)Nc3cc(C)ccc3C)CC2)cc1	-6
N#CC1C(=N)Oc2c(c(=O)oc3ccccc23)C12C(=O)Nc1ccc(Br)cc12 (configuration not stated)	12
O=C(NCc1scnc1-c1ccccc1)Nc1nncs1	-5

Arranged by the number under RBX1-CUL1 inh (falling): 3 of the compounds above
SMILES	RBX1-CUL1 inh
O=C(c1cnc2c(c1)COc1ccccc1-2)c1cc(Br)ccc1O	4
Cn1c(=O)c(C#N)cn(Nc2ccccc2)c1=O	1
COc1cccc(CNCCSc2nnnn2C)c1OCc1ccccc1F	-5

The list continues:
SMILES	RBX1-CUL1 inh
COc1ccccc1-c1nnc(C2CCN(C(=O)c3cccc(Cl)c3)CC2)o1	-2
Cc1cc2nc(CCc3nc(-c4c(C)ncc5c4CCNC5)no3)[nH]c2cc1C	1
CC1=C(C(=O)NCc2ccc(Cl)cc2)C2(CCC(C)CC2)OC1=O (configuration not stated)	2
Cc1ccc(S(=O)(=O)CCSc2nc(C)cc(C)c2C#N)cc1	4
COc1ccc(C(=O)N=C(Cc2ccc(OC)c(OC)c2)C(=O)Nc2ccc(F)cc2)cc1	-3
CCC(=O)NC(Nc1ncc(C)s1)(C(=O)OC)C(F)(F)F (configuration not stated)	8
Cc1cccc(C)c1Nc1c(-c2ccccn2)nc2c(C)cccn12	-4
COCCNC1CS(=O)(=O)CC1O (configuration not stated)	0
O[C@@H]1CN(C2CCN(Cc3ccccn3)CC2)CC[C@H]1N1CCCCCC1	12
CC(=O)/C(=N\Nc1ccc(Cl)cc1)Oc1ccc([N+](=O)[O-])cc1	7
COc1cc(Br)ccc1C1C(C(=O)Nc2ccc(C)cc2C)C(C)=Nc2nnnn21 (configuration not stated)	-19
O=C(COc1ccc(F)cc1)N1CCCC1	0
CCOC(=O)N1CCN(C(=O)c2ccc(N3CCC(NCc4cccc(Cl)c4)CC3)cc2)CC1	-8
COc1cccc(C2Nc3cccc4cccc(c34)N2)c1OC	-5
Cc1ccc(OC(C)C(=O)Nc2ccccc2Br)cc1 (configuration not stated)	0
O=C(Nc1ccc(S(=O)(=O)Nc2ccccc2)cc1)Nc1cccc(Cl)c1	-4
c1ccc(OCc2cn(-c3ccccc3)nn2)cc1	-2
CCn1cc(C(=O)N2CCN(c3ccc(C)cc3)C(C)C2)c(=O)c2cc(S(=O)(=O)N3CCCC3)ccc21 (configuration not stated)	0
FC(F)(F)c1ccc2nnc(-c3ccc(Cl)cc3Cl)n2c1	-7
Cc1ccc(-c2cn3nc(N4CCCC(C(=O)Nc5ccc(F)cc5)C4)sc3n2)cc1 (configuration not stated)	2
CC(c1ccon1)N(C)C(=O)c1csc2nc(-c3ccc(Cl)cc3)cn12 (configuration not stated)	-2
Cc1nc2ccc(S(=O)(=O)N(C)CC(=O)Nc3cccc(C(F)(F)F)c3)cc2s1	-2
Cc1oc(-c2ccccc2F)nc1CS(=O)(=O)CC(=O)N1CCN(c2ccccc2)CC1	6
O=C(NC(=S)NC1CCS(=O)(=O)C1)C12CC3CC(CC(C3)C1)C2 (configuration not stated)	8
Cc1cc(C)c(NC(=O)c2cc(C)on2)c(C)c1	-2

The closing 7 compounds of the section above come first, to join the parts:
SMILES	RBX1-CUL1 inh
FC(F)(F)c1ccc2nnc(-c3ccc(Cl)cc3Cl)n2c1	-7
Cc1ccc(-c2cn3nc(N4CCCC(C(=O)Nc5ccc(F)cc5)C4)sc3n2)cc1 (configuration not stated)	2
CC(c1ccon1)N(C)C(=O)c1csc2nc(-c3ccc(Cl)cc3)cn12 (configuration not stated)	-2
Cc1nc2ccc(S(=O)(=O)N(C)CC(=O)Nc3cccc(C(F)(F)F)c3)cc2s1	-2
Cc1oc(-c2ccccc2F)nc1CS(=O)(=O)CC(=O)N1CCN(c2ccccc2)CC1	6
O=C(NC(=S)NC1CCS(=O)(=O)C1)C12CC3CC(CC(C3)C1)C2 (configuration not stated)	8
Cc1cc(C)c(NC(=O)c2cc(C)on2)c(C)c1	-2
COc1cccc(N=C(N)SCc2ccccn2)c1	4
Cc1ccc(NC(=O)C2CCCN(c3nnc(C)c4c(C)n(-c5ccccc5)nc34)C2)cc1Cl (configuration not stated)	-2
CCOc1ccc(CC(=O)Nc2c(C(=O)c3ccccc3)oc3ccc(Cl)cc23)cc1OCC	-3
O=C(NCCC1=CCCCC1)c1cc(-c2ccco2)nc2ccccc12	42*
CCOC(=O)c1cc(-c2ccccc2)n(CCCC(=O)Nc2cccc(C)c2)c1C	5
CCCc1nc2nc(C)c(NS(=O)(=O)c3ccc(F)cc3)c(=O)n2[nH]1	-11
c1csc(CN2CCc3[nH]nc(-c4ccc5c(c4)OCO5)c3C2)n1	3
COc1ccc(N2CC(C(=O)N3CCN(c4ccccc4)CC3)CC2=O)c(OC)c1 (configuration not stated)	10
O=C(c1n[nH]c2c1CCCC2)N1CCC(Cn2cc(CCO)nn2)CC1	-9
CCOC(=O)c1cc2c(=O)n3ccccc3nc2n(CC(C)C)c1=NC(=O)C(C)Oc1ccccc1 (configuration not stated)	-6
O=C(c1ccc(S(=O)(=O)NCC2CCCO2)cc1)N1CCN(c2ccccc2F)CC1 (configuration not stated)	1
Clc1ccccc1-n1nnnc1SCSc1nnnn1-c1ccccc1Cl	4
CC(=O)/C(C#N)=N\Nc1cccc(C)c1	-5
CC(=O)Oc1ccc2c(c1)NC1(OC(C)=O)C(=O)c3ccccc3C21OC(C)=O (configuration not stated)	3
N#C/C(=C\c1ccc(OCc2ccc(Cl)cc2Cl)cc1)c1nc2ccccc2[nH]1	2
Cc1ccccc1CN1C[C@@H]2C[C@@H](c3cnn(C)c3C)N3CCC[C@@]23C1=O	6
COc1ccc(C2Sc3ccccc3N=C3c4ccccc4CCC32)cc1OC (configuration not stated)	-5
CCOC(=O)c1cc(S(=O)(=O)N2CCN(c3ccccc3OC)CC2)[nH]n1	8
CCOC(=O)c1c(N)n(-c2ccc(C)c(C)c2)c2nc3ccccc3nc12	-3
CC(=O)Nc1cccc(Cl)c1N1CCN(C(C)=O)CC1	-11
CCOc1cc(Br)cc(C=Nc2ccc(NC(=O)c3cccc(C)c3)cc2)c1O	-12
CC(=O)c1ccc(NC(=O)c2cc(F)c(F)cc2Cl)cc1	-8
CCN(c1ccc(Cl)cc1)S(=O)(=O)c1nnc(NC(=O)c2ccco2)s1	10
CCOC(=O)C1=C(c2ccccc2)N=c2s/c(=C\c3ccc([N+](=O)[O-])o3)c(=O)n2C1c1cccc(OC)c1 (configuration not stated)	-5

These rows are one share of the data; the hit share may differ from the screen's.
